A-T KAP1 phos = potential ataxia-telangiectasia treatments restoring KAP-1 phosphorylation. […] A-T fibroblasts, KAP-1 phosphorylation AlphaLISA; neocarzinostatin DNA damage 30 min before lysis. hit rate 0.19% among 320,000. AID 485349. Potency, µM (top dose mostly 57.5 µM), without a hit: at the top dose activation, hits mostly activators; further: potency means the concentration at half of the fitted maximal effect; % of control where 0% means no effect; nearly all actives have a fitted effect of over 45% in size
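ATM-like activity read as KAP-1 phosphorylation via AlphaLISA donor/acceptor antibody pairs after lysis and 6 hr at 25C. Cells were ATM-null patient fibroblasts ([…], hTERT), dosed 60 min, then exposed to the DSB inducer NCS for 30 min.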
ASM inhibitor = human S-ASM enzyme inhibition. P17405. placental ASM, HMU-PC fluorogenic substrate, 60 min. Potency, µM (series often up to 57.5 µM), inactives show at the top dose activity change, negative = inhibition, usual class: inhibitors. hit rate 0.006% among 340,000; further: potency means the concentration at half of the fitted maximal effect
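Fluorescence read-out (Ex 386 nm, Em 447 nm) after stopping the reaction at pH 10. Enzyme: ASM from human placenta; substrate HMU-PC0, 9 uM final; 60 min, 37 °C. Compound preincubation 10 min, ambient temperature.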
hERG WT inh = KCNH2 (human, wildtype) channel inhibition; Q12809; U2OS, BacMam KCNH2, thallium flux FluxOr; active compounds read low; activity change, % at 1.84 µM; hit rate 0.37% among 340,000; AID 720551;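 active means maximum activity change below -70%; inconclusive means maximum activity change between -70% and -50%; inactive means maximum activity change above -50%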; further: on the % scale 0 is the no-effect control and ±100 the full control effect
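U2OS cells were transduced with wild-type KCNH2 virus (2.03 x 10^8 / mL) for 4 h at room temperature, then cultured overnight at 37 C. Thallium flux was read with FluxOr dye. Rate constants were normalized to DMSO controls.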
KCNH2 3.1 block = inhibitors of human KCNH2 3.1 potassium channel isoform. hit rate 0.95% among 340,000. activity change, % (tested at about 1.8 µM). AID 720553. U2OS KCNH2 3.1, thallium flux FluxOr; active compounds read low;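 active means maximum activity change below -70%; inconclusive means maximum activity change from -70% to -50%; inactive means maximum activity change above -50%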;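 further: thallium influx rate constant from kinetic fluorescence after stimulation buffer; on the % scale 0 is the no-effect control and ±100 the full control effect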
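Steps: virus added to U2OS suspension (4 h, RT, dark); medium with 10% FBS added, cells plated, 37 C overnight; FluxOr/Red40 loading buffer 45 min RT; stimulation buffer, 2 min kinetic read; rate constant normalized.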
MBNL1-CUG inh = inhibitors of human MBNL1 binding to CUG repeat RNA. Q9NR56. TR-FRET MBNL1-His/biotin-(CUG)12 binding, 665/545 ratio. Potency, µM (top dose mostly 57.5 µM), for the others: at the highest dose activity change, negative = inhibition, usual class: inhibitors. hit rate 0.036% among 280,000; active means well fitted inhibition curve with a large enough effect in the signal ratio, with a control signal flat, not every such curve was filed as active; inconclusive means small, poorly fitted or top-dose-only effect, or effect the other way, or a change in a side signal; inactive means no such curve, though single readings can be large or run the other way; the % refers to the signal ratio; further: potency means the concentration at half of the fitted maximal effect; on the % scale 0 is the no-effect control and ±100 the full control effect
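MBNL1-His + Biotin-(CUG)12, cpd titration 92 nM–58 uM; Tb anti-His Ab 0.055 ng/ul, SA-XL665 5 nM (final); 60 min RT; ratiometric 665/545 nm, Ex 340 nm; normalized to buffer and full-complex controls.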
GALK inhibitor = blocks human galactokinase activity. P51570. Purified GALK, Kinase-Glo residual ATP luminescence. Potency, µM (titrated, usually from 57.5 µM), inactives show at the highest dose activity change, negative = inhibition, most hits filed as inhibitors. hit rate 0.007% among 270,000. AID 1868; further: potency means the concentration at half of the fitted maximal effect; on the % scale 0 is the no-effect control and ±100 the full control effect
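ATP-depletion format; final 35 uM ATP, 100 uM D-galactose, 5 nM enzyme; pH 8.0 HEPES/Mg2+ buffer; 60 min RT; luminescence read 10 min after detection reagent.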
FBPA coupling cs = counter-screen for Giardia aldolase inhibitors: coupling enzyme system | activity change, negative = inhibition, % at 58.2 µM, hits read low | AID 2472 | coupling enzyme system counterscreen, AmpLite Red fluorescence | hit rate 0.67% among 290,000; in the data active means activity change below about -30%; further: on the % scale 0 is the no-effect control and ±100 the full control effect
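Fluorescence at 525 nm excitation and 598 nm emission measured inhibition of the coupled detection system without aldolase. Compounds (at 57.5 uM final) were preincubated 10 min at room temperature with coupling enzyme reagent before a 20 min substrate/AmpLite Red step.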
TRPV1 agonist = activates the human vanilloid receptor TRPV1. hit rate 0.19% among 320,000. TRPV1-expressing cells, Fluo-8 calcium influx, agonist mode. AID 540275. Q8NER1. activation, % at 8.33 µM; in the data active means activation above about 80%; inconclusive means between about 30% and that limit; further: 0% is about no effect
Target sequence (Q8NER1 whole entry, looked up): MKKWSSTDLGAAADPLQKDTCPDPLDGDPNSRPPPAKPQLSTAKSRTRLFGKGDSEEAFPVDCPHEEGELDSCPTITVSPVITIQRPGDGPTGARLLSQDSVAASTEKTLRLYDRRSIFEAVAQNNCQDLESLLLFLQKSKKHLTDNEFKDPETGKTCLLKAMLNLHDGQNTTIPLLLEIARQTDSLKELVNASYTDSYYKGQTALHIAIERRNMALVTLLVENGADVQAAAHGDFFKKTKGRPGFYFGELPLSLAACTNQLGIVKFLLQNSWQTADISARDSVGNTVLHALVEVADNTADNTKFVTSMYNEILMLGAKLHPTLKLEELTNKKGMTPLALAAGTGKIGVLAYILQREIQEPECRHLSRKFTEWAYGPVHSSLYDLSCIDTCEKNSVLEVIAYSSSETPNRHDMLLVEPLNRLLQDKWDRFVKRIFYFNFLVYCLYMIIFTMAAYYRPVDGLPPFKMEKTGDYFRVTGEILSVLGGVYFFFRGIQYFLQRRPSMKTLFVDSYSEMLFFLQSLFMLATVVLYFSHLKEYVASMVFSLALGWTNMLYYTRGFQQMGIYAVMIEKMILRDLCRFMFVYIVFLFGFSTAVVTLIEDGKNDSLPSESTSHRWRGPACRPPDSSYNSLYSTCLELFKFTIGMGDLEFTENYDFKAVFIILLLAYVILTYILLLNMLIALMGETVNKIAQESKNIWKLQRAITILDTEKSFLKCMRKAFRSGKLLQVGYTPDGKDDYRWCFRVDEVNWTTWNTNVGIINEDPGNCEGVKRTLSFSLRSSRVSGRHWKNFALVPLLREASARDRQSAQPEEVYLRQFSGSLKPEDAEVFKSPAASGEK
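Cells expressing TRPV1 were dye-loaded with Fluo-8 and read kinetically: 10 s baseline, 3 min after compound (agonist portion), then 2 min after EC20 capsaicin (allosteric enhancer portion). Calcium-bound dye fluorescence at 480/520 nm.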
Integrin act MD = integrin-mediated muscular dystrophy alleviation activation | alpha7betagal myoblasts, beta-gal FDG fluorescence, 48 h | Potency, µM (doses to about 38.3 µM), without a hit: top-dose activation, most hits filed as activators | hit rate 0.064% among 350,000;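 further: potency means the concentration at half of the fitted maximal effect; 100% = response of the positive control SU9516; nearly all actives have a fitted effect of over 60% in size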
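Alpha7betagal+/- myoblasts (passage 13) were plated 16-24 hr, then exposed to compounds (1:260 dilution of DMSO stock) for 48 hours at 37C. After MPER lysis, β-galactosidase reporter activity was read as FDG fluorescence (ex 480/em 540) after 30 minutes.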
MLL CXXC-DNA inh = MLL CXXC-DNA interaction inhibition; MLL-CXXC / FITC-HOXA9 DNA fluorescence polarization; hit rate 0.037% among 290,000; AID 2662; Potency, µM (titrated, usually from 115 µM), for inactives: at the top dose activity change, negative = inhibition, most hits filed as inhibitors; active means well fitted inhibition curve with a large enough effect in the polarisation, with a control signal flat, not every such curve was filed as active; inconclusive means small, poorly fitted or top-dose-only effect, or effect the other way, or a change in a side signal; inactive means no such curve, though single readings can be large or run the other way; the % refers to the polarisation; further: potency means the concentration at half of the fitted maximal effect
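Steps: dispense CXXC domain solution (7 uM) → pin compounds or unlabeled HOX-A9 DNA control → 5 min ambient → add FLSN-HOX-A9 solution (50 nM) → spin → 30 min ambient → fluorescence polarization. Tris pH 7.5/NaCl/DTT/BSA buffer.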
* hit, by the source's call; ? = inconclusive; . = no result given; [ ] = remark or other dose. Unless noted, the call rests on the fitted dose curve; in most records, active means well fitted curve in the direction sought with a large enough effect; inconclusive means small, poorly fitted or top-dose-only effect, or another doubt; inactive means no such curve, though single readings can be large; an effect the other way counts as inactive or inconclusive.

Under each structure – A-T KAP1 phos | ASM inhibitor | hERG WT inh | KCNH2 3.1 block | MBNL1-CUG inh | GALK inhibitor | FBPA coupling cs | TRPV1 agonist | Integrin act MD | MLL CXXC-DNA inh
O=C(CC1C(=O)NCCN1CC1CCCCC1)NCc1ccccc1Cl (configuration not stated)
 : 6% | 7% | -4 | -7 | -1% | 2% | 4 | 8 | -7% | 7%
Cc1cc(=O)n2c3ccccc3n(CC(O)CN3CCCCC3)c2c1C#N (configuration not stated)
 : 4% | 4% | 0 | 6 | -17% | 6% | -2 | 6 | 0% | -5%
CN(C)CCNC(=O)c1coc(=O)c(Br)c1
 : 7% | 474%[activator] | 5 | -13 | ? | 2% | 3 | -2 | -37% | 5%
COCCn1c(SC2CCCCC2=O)nnc1-c1ccncc1 (configuration not stated)
 : -3% | -1% | 0 | 0 | -2% | 12% | 0 | 1 | 6% | -2%
CC(=O)N/C(=C\c1ccc2c(c1)OCO2)C(=O)NC(C(=O)O)c1ccccc1 (configuration not stated)
 : -11% | 2% | 4 | 2 | 5% | . | 2 | 3 | -4% | -3%
COc1ccc(CNC(=O)CSc2nnc(C)s2)cc1
 : 14% | 3% | -19 | -7 | -1% | 1% | 2 | 3 | 4%[7.66 µM] | 5%
CC(C)C[C@@H](N)c1nnc(SCC(=O)c2ccc(Cl)cc2)o1
 : -3% | -2% | 9 | -8 | 8% | -4% | 0 | -3 | -22% | 20%
CCOC(=O)Cc1nnc(NC(=O)c2ncn[nH]2)s1
 : 0% | 5% | 6 | 0 | 10% | 0% | -1 | 2 | -15% | -16%
CCCCCn1c(CCCNC(=O)CC)nc2ccccc21
 : 4% | 7% | 18 | -2 | 10% | -2% | -1 | ? | 9% | -10%
CCOC(=O)COc1c(C=O)cc(Br)cc1OC
 : 5% | 2% | -14 | 5 | -6% | -1% | -1 | -1 | 14% | 9%
Cc1cccc(NC(=O)NC(C)CCc2ccccc2)c1 (configuration not stated)
 : 2% | -3% | -20 | . | -2% | -2% | 0 | ? | -15% | 8%
Cc1ccccc1N1C(=O)C(Oc2ccc(Cl)cc2)C1CNCCCOC(C)C (configuration not stated)
 : -5% | -2% | 14 | -7 | . | -2% | 0 | -3 | 0% | 11%
NC(=O)c1ccsc1NC(=O)COC(=O)c1ccccc1NCc1ccco1
 : 27% | . | -5 | . | 1% | 3% | -7 | 6 | 19% | 2%
O=C(CNS(=O)(=O)c1cccs1)N1CCCC1
 : 2% | -1% | 5 | 7 | 3% | -4% | 3 | 0 | -3% | 6%
Cc1ccc(S(=O)(=O)NCC(c2ccccc2)N2CCN(c3ccc(F)cc3)CC2)cc1 (configuration not stated)
 : -4% | -5% | 5 | -24 | 1% | . | -1 | -5 | 34% | 1%

Some of these compounds in order of length of the SMILES, low to high.
Under each structure – A-T KAP1 phos | ASM inhibitor | hERG WT inh | KCNH2 3.1 block | MBNL1-CUG inh | GALK inhibitor | FBPA coupling cs | TRPV1 agonist | Integrin act MD | MLL CXXC-DNA inh
COc1ccc(CNC(=O)CSc2nnc(C)s2)cc1
 : 14% | 3% | -19 | -7 | -1% | 1% | 2 | 3 | 4%[7.66 µM] | 5%
Cc1cc(=O)n2c3ccccc3n(CC(O)CN3CCCCC3)c2c1C#N (configuration not stated)
 : 4% | 4% | 0 | 6 | -17% | 6% | -2 | 6 | 0% | -5%
Cc1ccc(S(=O)(=O)NCC(c2ccccc2)N2CCN(c3ccc(F)cc3)CC2)cc1 (configuration not stated)
 : -4% | -5% | 5 | -24 | 1% | . | -1 | -5 | 34% | 1%

(listing goes on)
Under each structure – A-T KAP1 phos | ASM inhibitor | hERG WT inh | KCNH2 3.1 block | MBNL1-CUG inh | GALK inhibitor | FBPA coupling cs | TRPV1 agonist | Integrin act MD | MLL CXXC-DNA inh
c1ccc2oc(-c3ccc4nc[nH]c4c3)nc2c1
 : -1% | -2% | 20 | -18 | -10% | -2% | 1 | 14 | -4% | -9%
COc1cccc(C(=O)Nc2ccccc2)c1
 : . | -1% | 4 | -11 | -7% | 2% | -1 | 12 | 13% | -3%
Cc1ccc(C(=O)OCC(=O)NC2CCCCCC2)c(C)c1
 : 3% | 0% | -2 | -8 | . | . | . | ? | 17% | .
COc1ccc(CN2CC(=O)N(c3cc(Cl)ccc3OC)C2=S)cc1OC
 : 2% | 3% | 1 | 17 | 6% | 0% | 0 | ? | -31% | -6%
Cc1ccc(Cl)cc1NC(=O)C1CCCN(S(C)(=O)=O)C1 (configuration not stated)
 : 5% | 0% | 0 | -2 | -8% | 8% | 0 | 2 | 8% | -7%
COc1ccccc1N1CCN(C(=O)CCc2ccc(S(=O)(=O)NCC(C)C)cc2)CC1
 : . | 2% | -12 | -8 | -2% | 4% | 2 | 0 | 24% | -1%
CC1O[C@@H]2O[C@](O[C@H](C)CC[C@@H](C)O)(c3ccccc3)O[C@@H]2C[C@H]1O (some centres not stated)
 : 16% | 0% | 9 | 3 | . | . | . | -2 | -4% | .
CC1CCCC(C)N1C(=O)CSc1nnc(COc2ccccc2)n1-c1ccccc1 (configuration not stated)
 : -2% | 3% | 5 | -8 | -1% | -1% | -4 | 16 | 19% | 4%
c1ccc(Sc2cccc3ccccc23)c(CNC2=NCCN2)c1
 : 6% | -7% | -9 | 3 | 16% | 1% | -1 | 0 | -53%[inhibitor] | 27%
Nc1cccc2c1C(=O)N(C(=O)c1cccc(S(=O)(=O)N3CCCCCC3)c1)C2=O
 : 3% | 119%[activator] | -2 | -3 | 22% | 0% | 5 | 2 | 4% | -21%
CC(C)n1cc(/C=C2/SC(=O)N(CC(=O)Nc3ccc4c(c3)OCO4)C2=O)c2ccccc21
 : -2% | 11% | 0 | 15 | -9% | 2% | 5 | 1 | 0% | 14%
Cc1cc(NC(=O)c2ccc3c(c2)C(=O)N(C(C)(C)C)C3=O)no1
 : -2% | 0% | 11 | -4 | 12% | 0% | 0 | 2 | 35% | 6%
CC(=O)NC1=NN(C(C)=O)C(C)(CS(=O)(=O)c2ccc(Cl)cc2)S1 (configuration not stated)
 : . | 7% | 7 | -1 | ? | 0% | 0 | 1 | 7% | -7%
O=c1[nH]c(SCCN2CCOCC2)nc(O)c1-c1ccccc1
 : -2% | 3% | -2 | 4 | 5% | 0% | 1 | 1 | 5% | 2%
N#Cc1c(NC(=O)CSc2ncccn2)oc(-c2ccccc2)c1-c1ccccc1
 : . | -6% | -5 | -4 | . | . | . | . | -44% | .
CC1CCN(Cc2nnnn2CCCC(=O)NCC(C)(C)N2CCOCC2)CC1
 : 10% | 2% | -3 | -7 | -1% | -3% | . | 1 | -17% | 4%
COc1ccc(N2C(=O)CCC(C(=O)Nc3ccccn3)C2c2ccc(OC)c(OC)c2)cc1 (configuration not stated)
 : -2% | 0% | 5 | 3 | -11% | -2% | 1 | 0 | 18% | 3%
O=C(COC(=O)Cc1cccs1)Nc1ccccc1F
 : 34% | -1% | -4 | -8 | 1% | -1% | 2 | 2 | 11% | 24%
CCOC(=O)c1[nH]c2c(c1-c1ccc(OC)cc1)C(=O)CC(c1ccc(OC)c(OC)c1)C2 (configuration not stated)
 : 17% | -21% | 43 | -11 | 5% | . | -2 | 8 | -4% | 7%
CS(=O)(=O)N1CCCC(C(=O)NCCCN2CCN(Cc3ccccc3)CC2)C1 (configuration not stated)
 : 0% | 4% | -9 | -5 | -4% | -1% | 0 | -5 | 15% | 10%
CN(C)c1ccc(NC(=O)/C=C/c2ccccc2Cl)cc1
 : -2% | -9% | -30 | 22 | 16% | -5% | 0 | ? | 16% | -4%

3 entries drawn at random from the list so far, as already listed:
Under each structure – A-T KAP1 phos | ASM inhibitor | hERG WT inh | KCNH2 3.1 block | MBNL1-CUG inh | GALK inhibitor | FBPA coupling cs | TRPV1 agonist | Integrin act MD | MLL CXXC-DNA inh
CCOC(=O)Cc1nnc(NC(=O)c2ncn[nH]2)s1
 : 0% | 5% | 6 | 0 | 10% | 0% | -1 | 2 | -15% | -16%
CC(=O)N/C(=C\c1ccc2c(c1)OCO2)C(=O)NC(C(=O)O)c1ccccc1 (configuration not stated)
 : -11% | 2% | 4 | 2 | 5% | . | 2 | 3 | -4% | -3%
CCOC(=O)COc1c(C=O)cc(Br)cc1OC
 : 5% | 2% | -14 | 5 | -6% | -1% | -1 | -1 | 14% | 9%

High-throughput results as filed in PubChem.
